Compound activity as filed in PubChem.
MITF TRPM1 HTS: MITF TRPM1 promoter activation in melanoma cells | SK-MEL-5 TRPM1-promoter luciferase, 24 h; % of positive control, neutral wells = 0 | activation, % at 12.5 µM | hit rate 0.75% among 300,000;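 active = mean activation of at least 80% with every replicate also reaching 80%; inconclusive = mean reaches 80% but some replicate falls short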;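 also: 0% = neutral control wells and 100% = parthenolide positive control wells; values of inactives mirror those of a sister screen read the other way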
PvdQ inh: P. aeruginosa PvdQ acylase inhibition | inhibition, % at 10 µM | hit rate 0.063% among 340,000 | purified PvdQ acylase, fluorescence plate reader; in the data active = inhibition above about 30%, passing the limit was not always enough; inconclusive = no clear call, values can overlap the other calls;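 also: 0% = vehicle neutral wells and 100% = reference inhibitor wells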
CAL PDZ FP-1: inhibitors of human CAL PDZ peptide binding. Q9HD26. purified CAL PDZ, TMR-peptide fluorescence polarization, 1 h. inhibition, % at 24.9 µM. hit rate 0.92% among 300,000. AID 602252;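 active = mean inhibition of at least 30% with at least half of replicates also reaching 30%; inconclusive = no clear call, values can overlap the other calls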;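 also: 0% = DMSO neutral control and 100% = excess unlabeled competitor peptide PRC23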
CAL PDZ FP-2: human CAL PDZ-peptide interaction inhibition; purified CAL PDZ, TMR-peptide fluorescence polarization, 1 h; AID 504414; Q9HD26; hit rate 0.02% among 330,000; inhibition, % at 20 µM;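 active = highest replicate inhibition of at least 40%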;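 also: plate controls were DMSO neutral control wells for no effect and unlabeled competitor peptide control wells for full effect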
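material = purified tagged CAL PDZ domain construct (CerCALP) | compound dosing = 20 µM, one dose | times = 1 h at RT | measured by = fluorescence polarization from S- and P-plane intensities, G-factor corrected | read-out = inhibition from polarization loss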
SR-BI HDL uptake: mouse SR-BI HDL lipid transfer inhibition; hit rate 0.96% among 320,000; inhibition, % at 12.5 µM; ldlA[mSR-BI] CHO cells, DiI-HDL uptake fluorescence, 3 h; AID 488896; Q61009;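 active = mean replicate inhibition of at least 70% and a set share of replicates each scoring 70 or more; inconclusive = meets just one of the two criteria; inactive = fails both criteria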;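 also: 0% = median of neutral control wells and 100% = median of positive control wells; values of inactives mirror those of a sister screen read the other way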
PfHsp90 set2: growth inhibition of yeast expressing Plasmodium Hsp90; S. cerevisiae expressing PfHsp90, BacTiter-Glo ATP, 48 h; yeast lacking PDR1 and PDR3 efflux regulators; hit rate 0.32% among 310,000; inhibition, % at 9.4 µM; AID 504621;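 active = every replicate shows inhibition above about 80%, whatever the replicate mean, limit read from the data; inconclusive = mean inhibition reaches the set limit but some replicate falls short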;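 also: 0% = DMSO neutral controls and 100% = 20 µM radicicol positive controls; yeast relying on Plasmodium falciparum Hsp90 in place of its own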
Rtt109 Vps75: blocks Candida albicans Rtt109/Vps75 acetyltransferase activity. purified Rtt109/Vps75, ThioGlo CoA-SH fluorescence, 4 h. inhibition, % at 34.9 µM. hit rate 0.16% among 330,000;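 active = inhibition of at least 50% in every replicate; inconclusive = best replicate reaches 50% inhibition but some replicates fall short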
Target sequence (Q5AAJ8 whole entry, looked up): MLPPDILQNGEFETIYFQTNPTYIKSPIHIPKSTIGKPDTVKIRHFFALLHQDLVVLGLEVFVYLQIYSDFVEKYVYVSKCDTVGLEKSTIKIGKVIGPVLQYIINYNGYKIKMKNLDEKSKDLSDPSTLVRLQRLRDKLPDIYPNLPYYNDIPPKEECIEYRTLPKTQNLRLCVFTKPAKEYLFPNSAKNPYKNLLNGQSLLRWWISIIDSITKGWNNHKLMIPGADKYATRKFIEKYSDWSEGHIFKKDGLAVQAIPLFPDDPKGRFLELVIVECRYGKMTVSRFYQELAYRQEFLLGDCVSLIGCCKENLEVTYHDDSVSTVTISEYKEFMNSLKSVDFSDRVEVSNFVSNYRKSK
NSD2 inh: NSD2 (human) methyltransferase inhibition; hit rate 0.54% among 310,000; NSD2 peptide methylation, AlphaScreen, 120 min; inhibition, % at 12.5 µM; O96028; in the data active = inhibition above about 50%
dFosB activator: enhances mouse delta FosB homodimer DNA binding; AID 493131; activation, % at 25 µM; hit rate 0.99% among 340,000; purified delta FosB, TAMRA-CDK5 oligo fluorescence polarization; percent of positive-control signal above neutral wells; P13346;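 active = mean activation above about 17%, with every replicate also reaching it, limit read from the data, passing the limit was not always enough; inconclusive = only one of the two conditions met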;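 also: fluorescence polarization rise as delta FosB binds a TAMRA Cdk5 AP-1 oligo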
Target sequence (P13346 whole entry, looked up): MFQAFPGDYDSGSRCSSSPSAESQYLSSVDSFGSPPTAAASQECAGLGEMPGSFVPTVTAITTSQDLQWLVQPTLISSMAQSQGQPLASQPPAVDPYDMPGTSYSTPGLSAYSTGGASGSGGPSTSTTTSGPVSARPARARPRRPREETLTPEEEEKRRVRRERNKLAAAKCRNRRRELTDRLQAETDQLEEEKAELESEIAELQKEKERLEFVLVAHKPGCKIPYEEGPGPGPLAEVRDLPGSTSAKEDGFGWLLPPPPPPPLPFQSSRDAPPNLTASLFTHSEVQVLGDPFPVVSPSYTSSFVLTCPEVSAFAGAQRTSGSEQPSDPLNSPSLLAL
SR-BI DiI-HDL act: SR-BI HDL lipid transfer activation | CHO ldlA[mSR-BI] cells, DiI-HDL uptake fluorescence, 3 h; 100 = double the neutral-control signal | activation, % at 12.5 µM | hit rate 0.096% among 320,000 | AID 504775;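 active = mean replicate activation of at least 60% and every replicate at or above 60%; inconclusive = mean or all-replicate condition met, but not both; inactive = mean below 60% and not all replicates reaching 60%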;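 also: 0% = median plate neutral-control signal and 100% = twice that signal; values of inactives mirror those of a sister screen read the other way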
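Assay system: LDL receptor-deficient CHO ldlA cells overexpressing murine SR-BI / Medium: BSA-supplemented, HEPES-buffered Ham's F12, pH 7.4 / Probe or stimulus: DiI-labelled HDL at 10 µg/mL final / Timing: compound with DiI-HDL co-incubation, 3 h at 37 °C / Technique: bottom-read cell fluorescence after medium removal, ex 550/em 595 nm / Measure: HDL uptake via cellular fluorescence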
Starred values were filed as active, the others as inactive; ? = inconclusive; · = not tested or not shown.

SMILES	MITF TRPM1 HTS	PvdQ inh	CAL PDZ FP-1	CAL PDZ FP-2	SR-BI HDL uptake	PfHsp90 set2	Rtt109 Vps75	NSD2 inh	dFosB activator	SR-BI DiI-HDL act
Cc1ccc(N(CN2CCCC2=O)C(=O)c2ccccc2)cc1	-9	-9	-4	-0.1	-10	-8	-3	-2	-12	10
COc1ccccc1C(=O)NC(CCSC)C(=O)Nc1ccc(C)c(S(=O)(=O)N2CCOCC2)c1 (configuration not stated)	2	-5	·	-0.5	23	-2	5	1	-12	-23
Cc1ccc2c(c1)N(CC(=O)OCC(=O)NCc1ccccc1)C(=O)CO2	-8	-5	·	-1.2	1	0	-7	-2	-2	-1
CC(C)(C)NC(=O)Nc1ccc2nccnc2c1	59	-13	0	-1.2	-11	-6	-471	0	-6	11
Cc1cc2cc(CNC(=O)C3CCCC3)ccc2n1C	·	0	·	-1.0	-18	14	9	·	-7	18
O=C(NCCc1cccnc1)C1CCC(=O)N(Cc2ccc(Cl)cc2)C1 (configuration not stated)	-4	-11	8	-0.4	-16	-40	4	-1	-6	16
O=C(Nc1ccsn1)c1ccc(Cl)cc1Cl	71	5	16	-0.8	6	13	-2	3	-3	-6
O=C(c1ccco1)N1CCC(N2CCN(c3ccccc3)CC2)CC1	·	4	·	-2.2	-21	1	9	-1	2	21
COc1ccc2c(c1)cc1n2CCN=C1NCCO	·	-6	·	-0.9	-37	·	-3	8	-3	37
CCCCCN(C(=O)CCC(=O)OC(C)C(=O)c1ccc(CC)cc1)c1c(N)n(CCCC)c(=O)[nH]c1=O (configuration not stated)	-3	-3	1	0.0	51	-7	-3	-2	-10	-51
CC(C)CCNC(=O)c1cccc(Cl)c1	10	39*	-2	-0.6	-24	-16	?	-1	1	24
CCN(CC)c1ccc2cc(S(=O)(=O)c3ccc(Cl)cc3)c(=O)oc2c1	-2	11	·	-0.7	-18	9	19	·	-10	18
Cc1ccccc1NC(=O)N1CCCC1C(=O)NCc1ccccc1 (configuration not stated)	-2	7	2	·	-37	4	-1	-1	5	37
O=c1cc(-c2ccccc2)nc(SCc2ccccc2F)[nH]1	2	14	·	-0.1	2	14	4	-2	16	-2
O=C(CSc1nc2ccccc2c(=O)n1Cc1ccc(C(=O)NC2CC2)cc1)NCc1ccco1	-1	-2	5	-0.2	35	3	-2	-5	?	-35
Cc1ccc(N(C(=O)CNC(=O)c2ccco2)C(C(=O)NC2CCCCC2)c2cccnc2)cc1 (configuration not stated)	-5	-4	-2	-1.9	·	-3	-10	0	-11	·
Cc1nn(C)c(C)c1CN(Cc1nc(-c2cc(F)ccc2F)oc1C)C1CC1	-11	-15	4	-1.7	34	10	1	-1	-11	-34
O=C(Nc1cccc(C(F)(F)F)c1)C1CCN(S(=O)(=O)c2cnc[nH]2)CC1	-3	-33	-2	·	5	12	-10	·	-4	-5
CCOC(=O)C1CCN(C(=O)COC(=O)c2ccc(=O)n(Cc3ccccc3)n2)CC1	-6	7	-3	-2.4	27	-14	12	-3	-3	-27
Cc1cccn2c(=O)nc(SCC(=O)NCc3ccco3)nc12	-4	-5	-4	-1.6	-28	·	-5	·	4	28
CCOc1cccc(/C=N/NC(=O)CC2C(=O)NN=C2C)c1O (configuration not stated)	-13	-17	1	-1.0	-31	-22	0	-7	8	31
Brc1ccccc1-c1ccccc1	-3	11	-1	0.0	-5	10	-3	·	-3	5
Cc1ccc(NC(=O)CN(C)S(=O)(=O)c2cccc3cccnc23)cc1F	3	7	·	0.9	16	-1	5	-1	-7	-16
CSc1nc2ccc(NC(=O)c3ccco3)cc2s1	88*	-6	-3	-4.9	2	13	2	0	-1	-2
O=C(NC1CC1)c1ccc(-n2cccc2)cc1	37	7	1	-1.1	8	2	12	-2	-6	-8
(next part)
SMILES	MITF TRPM1 HTS	PvdQ inh	CAL PDZ FP-1	CAL PDZ FP-2	SR-BI HDL uptake	PfHsp90 set2	Rtt109 Vps75	NSD2 inh	dFosB activator	SR-BI DiI-HDL act
COc1ccc(-n2nc(C(=O)NCC3CCCO3)c3ccccc3c2=O)cc1 (configuration not stated)	-1	1	2	-0.7	-4	3	5	-2	-7	4
COCCN(C(=O)c1snc(C(N)=O)c1N)C(C(=O)NC1CCCCC1)c1ccc(N(C)C)cc1 (configuration not stated)	-1	5	·	0.8	-1	13	4	16	-4	1
O=C(NCc1ccc(F)cc1)c1cnc2n(c1=O)CCS2	5	-3	-4	-1.4	-2	-11	-3	·	-2	2
NC(=O)c1cc[n+](CC(=O)c2ccc(NC(=O)c3ccccc3)cc2)cc1	0	-1	5	-1.1	17	-15	-1	-29	-2	-17
Cc1cc(C)nc(N2CCC(C(=O)Nc3ccc4c(c3)CCC4)CC2)n1	-10	-11	-1	0.9	13	16	2	-3	5	-13
CCN(CC(=O)NCc1cccs1)S(=O)(=O)c1cccc(Br)c1	-3	-16	2	0.2	-16	·	-12	6	-2	16
COC(=O)c1sccc1NC(=O)CSc1cccc(Cl)c1Cl	-4	-16	-3	-1.2	-3	-10	-8	-1	-4	3
Cc1ccc(NC(=O)c2ccccc2NC(=O)Cc2ccccc2)cc1	12	-12	-1	-1.1	21	-7	3	-3	4	-21
COC(=O)c1c(NC(=O)Cn2cc([N+](=O)[O-])cn2)sc2c1CCC2	7	-3	2	-1.3	36	2	-4	-3	27*	-36
Cc1ccc(-n2nc3c(=O)n(CCCC(=O)NCc4cccc(Cl)c4)nc(C)c3c2C)cc1	-28	-5	-4	-1.8	48	-4	-3	4	-25	-48
CC(=O)Nc1ccc(NS(=O)(=O)c2ccc3c(c2)NC(=O)CC(=O)N3)cc1	-4	-1	0	-0.5	-19	4	-4	-5	8	19
CN(C)S(=O)(=O)c1cccc(NC(=S)Nc2ccc3cn[nH]c3c2)c1	-11	-3	4	-1.1	7	-6	-10	24	7	-7
COc1ccc(F)cc1CN1CCN(C(=O)c2ccc(S(=O)(=O)N3CCCCCC3)cc2)CC1	0	-7	·	-1.0	47	8	2	4	-11	-47
CCOC(=O)/C(C#N)=C\c1ccc(O)c(OC)c1	3	-5	-7	-1.0	-24	-14	·	2	-6	24
COc1ccc(NC(=O)Nc2sc(=S)n(C)c2C)cc1	6	3	-4	-2.6	6	10	1	-4	-6	-6
COc1ccc(-n2c(C(C)n3nc(C)c([N+](=O)[O-])c3C)n[nH]c2=S)cc1 (configuration not stated)	·	-22	-3	1.3	-8	-26	-6	-1	-3	8
C/C(=N\NC(=O)c1cccnc1)c1ccc(Br)cc1	·	-5	-1	-0.4	5	-16	7	9	-1	-5
COc1cccc(NC(=O)Cn2c(=O)n(CC3CCCO3)c(=O)c3ccccc32)c1 (configuration not stated)	-2	-2	3	-1.1	1	-7	0	-2	-4	-1
CC(C)c1ccc(S(=O)(=O)N2CCC(C(=O)NCc3ccco3)CC2)cc1	-15	12	-7	0.1	-2	-2	2	1	-11	2
Cc1ccccc1OCC(=O)Nc1c2c(nn1C(C)(C)C)CS(=O)(=O)C2	-4	6	0	-2.5	5	6	11	1	2	-5
CC1CCc2cc(F)cc3c(=O)c(C(=O)O)cn1c23 (configuration not stated)	5	2	-1	-0.7	-10	11	2	·	1	17
COc1cc2c(cc1OC)CN(C(=O)CN(C)S(=O)(=O)c1ccc(NC(C)=O)cc1)CC2	2	12	-5	-2.1	-6	-4	9	8	-14	6
CN(C(=O)CN1CCN(c2cnn(-c3ccccc3)c(=O)c2Cl)CC1)C1CCS(=O)(=O)C1 (configuration not stated)	1	-20	-3	0.2	21	·	4	0	-5	-21
Clc1ccc(-c2nnc(-c3ccccc3)c(N3CCSCC3)n2)cc1	24	-9	-4	-1.1	60	-125	7	1	-7	-60
CCN(CC(=O)NC(=O)NCc1ccccc1)CC(=O)Nc1cc(Cl)ccc1C	-7	-9	·	0.1	35	-4	-2	0	-17	-35
Additional entries.
SMILES	MITF TRPM1 HTS	PvdQ inh	CAL PDZ FP-1	CAL PDZ FP-2	SR-BI HDL uptake	PfHsp90 set2	Rtt109 Vps75	NSD2 inh	dFosB activator	SR-BI DiI-HDL act
CCN(CC(=O)Nc1ccccc1C(F)(F)F)C(=O)/C=C/c1ccc(Cl)c([N+](=O)[O-])c1	-11	-2	2	-1.8	-5	-5	-11	1	10	5
CC(=O)Nc1ccc(NC(=O)COC(=O)CCNS(=O)(=O)c2c(Cl)cccc2Cl)cc1	0	-16	26	-0.5	-2	34	3	-1	1	2
O=C(O)c1ccc(Cl)c(S(=O)(=O)N(Cc2ccccc2)c2ccc(Cl)cc2)c1	-10	-4	-2	-1.5	-8	-10	-13	38	-5	8
COc1cc(/C=C/C(=O)Nc2ccc(S(=O)(=O)Nc3onc(C)c3C)cc2)cc(OC)c1OC	5	-6	·	-3.9	5	-2	7	4	3	-5
O=C1NC2=C(CCc3ccccc32)C(c2ccccc2)N1 (configuration not stated)	-5	-9	0	-1.3	-2	2	-4	93*	-5	2
Cc1cc(=O)oc2cc(OCC(=O)N3CCN(c4ccc(F)cc4)CC3)c(Cl)cc12	0	-10	0	-1.6	-19	22	4	-9	7	19
Cc1ccc2[nH]c(=O)c(-c3noc(CC(C)C)n3)cc2c1	16	3	-1	-3.8	·	0	37	-2	-20	·
CCC(C)(C)NC(=O)C(c1cccc(OC)c1)N(C(=O)CNC(=O)c1cccs1)c1cccnc1 (configuration not stated)	-6	2	-1	-2.9	-22	-9	7	·	-10	22
CC(C)c1ccc(C(=O)CC2(O)C(=O)N(CN3CCOCC3)c3ccccc32)cc1 (configuration not stated)	7	-10	0	-0.9	-22	-1	-4	0	2	22
COc1ccc(NC(=O)CSc2ccccc2)c([N+](=O)[O-])c1	?	-11	-1	-2.1	·	2	-2	1	2	·
COC(=O)c1nc2ccc(N3CCOCC3)cc2c(C)c1C(=O)OC	42	8	4	-0.2	-9	24	-56	-1	-1	9
CCN(CC)c1ccc(/C=N/NC(=O)Cc2nnc(NC(=O)Nc3ccccc3)s2)cc1	8	-7	-1	-3.0	91*	-9	-3	3	25*	-91
Fc1cc2[nH]cnc2cc1Cl	-9	-30	1	1.2	-6	13	-2	0	3	6
Cc1nn(C)cc1S(=O)(=O)Nc1ccc2c(c1)OCCO2	12	-16	2	-1.2	-15	-30	-10	0	2	15
COc1ccccc1OCCCCCNCCO	-3	5	0	-0.9	31	16	11	3	-7	-31
Cc1ccc(OCCNC(=O)/C=C/c2ccco2)cc1C	·	-3	·	-1.0	-16	·	2	·	-11	16
CCCCn1c(SCC(=O)NCc2ccco2)nc2c1c(=O)n(C)c(=O)n2C	10	1	-1	-0.6	-8	0	-3	-1	2	8
Nc1ccc(Oc2ccccc2-c2ccccc2)cc1	·	14	-1	-0.9	0	8	3	·	0	0
